Compound activity from PubChem BioAssay.
Rhodamine autofl – compound fluoresces in the rhodamine spectral region; AID 594; 59,000 compounds, 0.05% hits; Rhodamine-region fluorescence, 547/598 nm, Tris buffer; active compounds read high; max dye-equivalent concentration, M; in the data active means max dye-equivalent concentration above about 11 nM; inconclusive means between about 1.1 nM and that limit
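Read-out is relative fluorescence at 547 nm excitation and 598 nm emission, expressed as dye-equivalent concentration using rhodamine standards on every plate. Each compound was profiled across a concentration series after 15 min in 100 mM Tris, pH 8.0.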
Fluorescein autfl – compound fluoresces in the fluorescein spectral region | Compound autofluorescence, 480/540 nm, fluorescein-equivalent; active compounds read high | max fluorescein-equivalent concentration, M | 59,000 compounds, 0.91% hits | AID 593; in the data active means max fluorescein-equivalent concentration above about 10 nM; inconclusive means between about 1.1 nM and that limit
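First, buffer (100 mM Tris, pH 8.0) dispensed; second, compounds and fluorescein standards pinned in; third, 15 min room-temperature incubation; finally, imaging at ex 480 nm/em 540 nm. Fluorescence normalized against the six-point fluorescein curve.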
USP2a inh – inhibitors of human ubiquitin-specific protease USP2a; 60,000 compounds, 0.1% hits; AID 927; Potency, µM (doses to about 38.3 µM), inactives show top-dose activity change, negative = inhibition, most hits filed as inhibitors; USP2a enzymatic assay, qHTS inhibition; O75604;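 further: potency means the concentration at half of the fitted maximal effect; nearly all actives have a fitted effect of over 60% in size; plate controls were DMSO for no effect and NEM full inhibition control for full effect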
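Coupled readout: USP2-cleaved Ub-PLA2 (20nM final) turns over NBD C6-HPC (20uM final), Ex 460nm/Em 535nm after 2.5 h, time-zero read flagging artifacts. Enzyme (20nM final, pH 8.0 Tris) given 30 min RT with compound first; NEM defines full inhibition.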
Tau fil binding – binds recombinant human tau filaments. AID 596. Potency, µM (doses to about 57.1 µM), for the others: at the top dose activity change, negative = inhibition. 71,000 compounds, 2% hits. recombinant tau filaments, thioflavin S fluorescence, 15 h; filaments grown with octadecylsulfate alongside compound. P10636;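 further: potency means the concentration at half of the fitted maximal effect; on the % scale 0 is the no-effect control and ±100 the full control effect; actives lower thioflavin S fluorescence by blocking filaments or displacing dye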
Target sequence (P10636 whole entry, looked up): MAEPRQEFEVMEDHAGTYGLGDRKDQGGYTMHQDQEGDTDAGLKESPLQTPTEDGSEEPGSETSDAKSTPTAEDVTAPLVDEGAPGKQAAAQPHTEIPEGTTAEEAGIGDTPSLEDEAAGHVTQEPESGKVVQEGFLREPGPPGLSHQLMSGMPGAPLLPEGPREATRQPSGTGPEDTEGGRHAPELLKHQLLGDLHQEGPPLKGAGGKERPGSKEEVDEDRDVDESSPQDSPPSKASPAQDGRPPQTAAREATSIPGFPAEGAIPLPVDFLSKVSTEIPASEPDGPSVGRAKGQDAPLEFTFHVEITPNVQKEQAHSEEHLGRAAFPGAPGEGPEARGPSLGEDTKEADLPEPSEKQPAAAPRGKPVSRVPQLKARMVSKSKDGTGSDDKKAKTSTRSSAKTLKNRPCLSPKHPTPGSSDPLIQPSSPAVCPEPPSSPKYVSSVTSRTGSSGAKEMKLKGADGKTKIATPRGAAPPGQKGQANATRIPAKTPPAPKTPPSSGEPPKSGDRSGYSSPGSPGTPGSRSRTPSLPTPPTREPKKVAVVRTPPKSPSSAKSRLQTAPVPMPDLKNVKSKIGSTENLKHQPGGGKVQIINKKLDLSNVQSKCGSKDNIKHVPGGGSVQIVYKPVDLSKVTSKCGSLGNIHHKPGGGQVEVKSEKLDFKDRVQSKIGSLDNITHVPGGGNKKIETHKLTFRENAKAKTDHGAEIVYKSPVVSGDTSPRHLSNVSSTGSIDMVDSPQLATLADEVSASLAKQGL
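Quantitative HTS: thioflavine S signal from ODS-induced tau filaments, excited at 450 nm, emission 510 nm. Conditions: 1 uM tau, 30 uM ODS, 15 h at 37 C, pH 7.4.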
Luciferase inh – firefly luciferase inhibition; Potency, µM (titrated, usually from 57.1 µM), without a hit: top-dose activity change, negative = inhibition, actives largely listed as inhibitors; P08659; purified firefly luciferase, luminescence, 8 min; 72,000 compounds, 2.2% hits; further: potency means the concentration at half of the fitted maximal effect; on the % scale 0 is the no-effect control and ±100 the full control effect; nearly all actives have a fitted effect of over 40% in size
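Substrate buffer containing 10 uM ATP (pH 7.2 imidazole, Mg2+, KCl, detergent, BSA) is dispensed, compound pinned in, then luciferase/luciferin detector mix added. After 8 min at ambient temperature, light output is measured.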
Casp1 inh – allosteric or competitive inhibitors of human caspase-1 | Caspase-1 enzyme, Ac-WEHD-AFC fluorogenic rate | Potency, µM (titrated, usually from 57.5 µM), for inactives: at the top dose activity change, negative = inhibition, most hits filed as inhibitors | 75,000 compounds, 0.03% hits;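 further: potency means the concentration at half of the fitted maximal effect; plate controls were vehicle for no effect and no substrate for full effect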
Target sequence (P29466 120-297 limits assumed): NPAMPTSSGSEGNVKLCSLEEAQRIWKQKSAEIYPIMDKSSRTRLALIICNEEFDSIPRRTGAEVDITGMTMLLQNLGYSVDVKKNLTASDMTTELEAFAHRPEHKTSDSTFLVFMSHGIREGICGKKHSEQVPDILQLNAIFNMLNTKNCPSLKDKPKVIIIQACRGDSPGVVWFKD
Target sequence (P29466 317-404 limits assumed): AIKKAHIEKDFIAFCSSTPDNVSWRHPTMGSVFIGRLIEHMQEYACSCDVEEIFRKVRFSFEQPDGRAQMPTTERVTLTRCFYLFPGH
TexasRed autofl – compound fluoresces in the Texas Red spectral region; 59,000 compounds, 0.06% hits; max dye-equivalent concentration, M; Compound fluorescence, Texas Red channel, 547/618 nm; active compounds read high; AID 587; in the data active means max dye-equivalent concentration above about 10 nM; inconclusive means between about 1.1 nM and that limit
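Spectral interference profiling: each compound concentration's relative fluorescence, read with a 547 nm excitation and 618 nm emission filter pair, was normalized to a per-plate Texas Red standard curve.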
ERK AVP inh – inhibitors of vasopressin-stimulated ERK signaling pathway; HEK293-V1b, vasopressin-stimulated pERK AlphaScreen; Potency, µM (series often up to 57.5 µM), for the others: at the highest dose activity, negative = inhibition, hits mostly inhibitors; 72,000 compounds, 0.99% hits; further: potency means the concentration at half of the fitted maximal effect; on the % scale 0 is the no-effect control and ±100 the full control effect; nearly all actives have a fitted effect of over 55% in size
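HEK293 cells stably expressing V1b receptor, seeded overnight in 1% FBS, were treated with compounds for 30 min at 37C, then stimulated 5 min with 25 nM vasopressin; phospho-ERK read by AlphaScreen SureFire after lysis.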
HEK293 cAMP cs – counter-screen for TSHR agonists: cAMP increase in parental HEK293 | parental HEK293 CNG cAMP sensor, membrane potential fluorescence | Potency, µM (highest dose often 57.1 µM), inactives show at the highest dose activation, actives largely listed as activators | 73,000 compounds, 2.5% hits | AID 938; further: potency means the concentration at half of the fitted maximal effect; % of control where 0% means no effect; nearly all actives have a fitted effect of over 55% in size
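Parental HEK 293 cells stably expressing a cAMP-gated CNG channel were loaded with membrane potential dye containing 100 uM RO 20-1724 for 60 min. Compound added for 30 min; depolarization read as fluorescence intensity at 590 nm.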
HADH2 inhib – blocks human hydroxyacyl-CoA dehydrogenase type II. Q99714. recombinant HADH2, NADH fluorescence, beta-hydroxybutyryl-CoA. Potency, µM (highest dose often 57.1 µM), for the others: at the highest dose activity change, negative = inhibition, hits mostly inhibitors. 73,000 compounds, 3.4% hits; further: potency means the concentration at half of the fitted maximal effect; on the % scale 0 is the no-effect control and ±100 the full control effect; nearly all actives have a fitted effect of over 60% in size; many of its hits are not listed in these tables
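Read-out: 360 nm excitation, 450 nm emission, kinetic over 4 min. Conditions: His-tagged human HADH2 20 nM, pH 9.0 Tris with Tween-20, 1 mM NAD+, 90 uM beta-hydroxybutyryl-CoA.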
Caspase-7 inhib – blocks human caspase-7 allosterically or competitively; recombinant caspase-7, Ac-DEVD-AFC fluorescence rate; P55210; 75,000 compounds, 0.02% hits; Potency, µM (titrated, usually from 57.5 µM), for the others: at the top dose activity change, negative = inhibition, hits mostly inhibitors; AID 889; active means well fitted inhibition curve with a large enough effect in the main read-out, with a control signal flat, not every such curve was filed as active; inconclusive means small, poorly fitted or top-dose-only effect, or a change in a side signal; further: potency means the concentration at half of the fitted maximal effect; % of control where 0% means no effect
* = called active by the depositor; i = inactive; ? = inconclusive; . = no result given; [ ] = dose if it differs, or a comment. Unless noted, the call rests on the fitted dose curve; in most records, active means well fitted curve in the direction sought with a large enough effect; inconclusive means small, poorly fitted or top-dose-only effect, or another doubt; inactive means no such curve, though single readings can be large; an effect the other way counts as inactive or inconclusive.

SMILES | Rhodamine autofl | Fluorescein autfl | USP2a inh | Tau fil binding | Luciferase inh | Casp1 inh | TexasRed autofl | ERK AVP inh | HEK293 cAMP cs | HADH2 inhib | Caspase-7 inhib
Cn1c(SCC(=O)N2CCCC2)nc2ccccc2c1=O | i | ? | 1% | 21% | -1% | -1% | ? | ? | ? | 4% | 4%
Cc1ccc(Cn2ccc(NC(=O)c3cc(CC(C)C)on3)n2)cc1 | . | . | . | 12% | -5% | -5% | . | ? | ? | 0% | 1%
CC(C)(C)OC(=O)NCCc1nnc(SCc2ccccc2Cl)o1 | i | i | 10% | -4% | 1% | 0% | ? | -4% | 26% | -2% | -1%
CC(C)=CCC/C(C)=C/CO/N=C1/[C@H]2O[C@@H]2[C@@H](O)[C@H]2[C@H]1CCn1c(=O)n(Cc3cc4c(cc3Cl)OCO4)c(=O)n12 | . | . | . | . | 2%[11.4 µM] | -3%[11.5 µM] | . | 10%[11.5 µM] | -1%[11.4 µM] | 11%[11.4 µM] | -1%[11.5 µM]
O=C(NCc1ccccn1)C(F)(F)C(F)(F)C(=O)NCc1ccccn1 | i | i | 1% | 0% | -1% | 3% | i | -1% | 4% | 2% | 1%
COc1cccc(C2=NOC(C(=O)N3CCN(c4ccccc4)CC3)C2)c1OC (configuration not stated) | . | . | . | 1% | 1% | -3% | . | -27% | 4% | ? | -1%
COc1ccc(CCNC(=O)c2cnn3cccnc23)cc1OC | i | i | -4% | 0% | -3% | -1% | i | -23% | -3% | 9% | -1%
CCOC(=O)c1ccc(N(CC(=O)NC2CCCC2)C(=O)CNC(=O)c2ccco2)cc1 | i | ? | 5% | -7% | 0% | -1% | i | 11% | 11% | 0% | 0%
COC(=O)c1cccc(NC(=O)CSc2nc3cccnc3n2C)c1 | i | i | 13% | -10% | -6% | 0% | i | 5% | 19% | 2% | 0%
CC(C)CC1(C(=O)O)NC(c2ccccc2O)C2C(=O)N(C(C)C)C(=O)C21 (configuration not stated) | . | . | . | -28% | 1% | 0% | . | . | 7% | -3% | 2%
Clc1cccc(OCCN2CCOCC2)c1 | i | i | -14% | -5% | 2% | 1% | i | 10% | 3% | 14% | 4%
O=C(CS(=O)(=O)c1c[nH]c2ccccc12)Nc1ccc2c(c1)OCCO2 | i | i | -3% | -25% | -17% | 2% | i | 14% | 0% | ? | 1%
O=C(c1cc2nc(-c3ccc(F)cc3)cc(C(F)(F)F)n2n1)N1CCOCC1 | . | . | -1% | -11% | 0% | 0% | . | -7% | ? | 8% | -1%
Cc1nc(C)c(C(=O)C2=C(O)C(=O)N(CCN(C)C)C2c2ccccc2)s1 (configuration not stated) | i | ? | -2% | 5% | 3% | -2% | ? | -19% | 15% | -1% | -2%
CCOc1ccc(NC(=O)c2nnn(CC(=O)Nc3ccccc3OCC)c2N)cc1 | i | i | 7% | 48% | -26% | 1% | i | 7% | -5% | 11% | -1%
COc1cc(N(C)C)c(NC(C)=O)cc1C(=O)O | i | i | -6% | 8% | 0% | 3% | i | 2% | 14% | -1% | -3%
N#Cc1nc(COc2ccc(F)cc2)oc1N1CCC(Cc2ccccc2)CC1 | i | ? | -6% | 14% | 3% | 2% | i | 17% | 4µM* | 5% | -1%
COc1ccc(S(=O)(=O)N[C@H](C(=O)O)C(C)C)cc1 | i | i | 2% | -6% | 1% | 0% | i | 9% | -1% | 4% | 2%
COc1ccc2c3c(ccc2c1)N[C@H](C(=O)O)CC3 | i | ? | . | -1%[11.4 µM] | 3.2µM* | 1%[11.5 µM] | i | -7%[11.5 µM] | 8%[11.4 µM] | 61%[activator][11.4 µM] | 3%[11.5 µM]
Cc1ccc(S(=O)(=O)C2(C(=O)N3CCCCC3C)CC2)cc1 (configuration not stated) | i | i | -1% | 8% | 3% | 1% | i | 28% | 5% | 5% | 1%
CCc1ccc(N2CC(C)Cn3c2nc2c3c(=O)n(CCN3CCOCC3)c(=O)n2C)cc1 (configuration not stated) | i | i | 9% | 8% | -1% | 0% | i | -11% | -25% | -4% | 0%
O=C(Oc1ccccc1)N1CCC2(CC1)CCN(c1ncccn1)CC2 | i | i | 28% | 8% | 1%[11.4 µM] | -3% | i | -21% | 27% | 6% | -5%
CCOc1ccc(-c2nc(-c3ccncc3)no2)cc1OCC | i | i | 5% | -1% | 3% | -1% | ? | -22% | 13% | 4% | 1%
CCC(C)NC(=O)C1CCN(S(=O)(=O)N2CCCC2)CC1 (configuration not stated) | i | i | -4% | 8% | -8% | -3% | i | 0% | 4% | 7% | -1%
Cc1ccc(-c2c(C)n([O-])c3c([n+]2=O)CCCCC3)o1 | . | . | -1% | 10% | 2% | -4% | . | -1% | 29% | -12% | -4%

Additional records follow:
SMILES | Rhodamine autofl | Fluorescein autfl | USP2a inh | Tau fil binding | Luciferase inh | Casp1 inh | TexasRed autofl | ERK AVP inh | HEK293 cAMP cs | HADH2 inhib | Caspase-7 inhib
CCn1c(SCC(=O)c2cc(OC)ccc2OC)nc2c1c(=O)n(C)c(=O)n2C | i | i | -4% | 6% | 3% | 1% | i | -2% | -3% | -1% | 1%
c1nc(N2CCNCC2)c2cc(-c3ccoc3)ccc2n1 | i | ? | 109%[activator] | -12% | 0%[2.29 µM] | -5% | i | -4% | 16% | ? | -5%
CCN(c1ccccc1)S(=O)(=O)c1ccc(OCc2c(C)noc2C)cc1 | i | i | 0% | -3% | -7% | -3% | i | 17% | ? | -15% | -2%
COc1ccc(CSCCN)cc1Cl | i | i | . | -16% | 3% | -2% | i | -25% | 3% | 5% | 3%
N#CCSCC(=O)Nc1ccccc1 | i | ? | -3% | 1% | 2% | 0% | ? | 2% | 2% | 3% | 0%
CCOC(=O)c1c(CC(C)C)csc1NC=O | . | . | -6% | -2% | 0% | -1% | . | -19% | 27% | 1% | -1%
O=C(NC1CCCC1)NS(=O)(=O)c1ccccc1Cl | i | i | -2% | -2% | 3% | 0% | i | 2% | 2% | 3% | -3%
COc1ccc(C(=O)OCCN2C(=O)c3ccccc3C2=O)cc1OC | . | . | 0% | 26% | 1% | -2% | . | ? | -4% | -2% | -1%
COCC(=O)N1CCC2(CCN(Cc3nccs3)CC2)CC1 | i | i | -5% | 10% | 1%[11.4 µM] | -4% | i | -1% | -3% | -7% | 1%
COc1ccc(OC)c(S(=O)(=O)N(C)CC(=O)N2CCN(c3ccccc3F)CC2)c1 | i | i | 6% | -4% | 1% | -2% | i | -25% | 8% | 5% | 0%
CN(C)c1ncc2nc(CCc3ccccc3)c(=O)n(C[C@H]3CCCO3)c2n1 | i | ? | -1% | 21% | 1%[11.4 µM] | ? | i | -9% | ? | 20% | ?
COCCn1c(Cc2ccccc2)nnc1SCC(=O)Nc1cc(C)on1 | i | i | 33%[activator] | -8% | 0% | 0% | i | 11% | 16% | 19% | -1%
COc1cc(-c2nnc(SCC(=O)N(Cc3ccccc3)C(C)(C)C)o2)cc(OC)c1OC | i | i | -2% | 4% | ? | -1% | ? | -27% | ? | 3% | -2%
Cc1[nH]c2ccccc2c1C(=O)COC(=O)C1CC(=O)N(Cc2ccco2)C1 (configuration not stated) | i | i | 37%[activator] | -8% | 4% | -3% | i | -12% | ? | -8% | -3%
CCCn1c(SCC(=O)Nc2cccc(C(=O)OCC)c2)nnc1-c1ccoc1C | i | i | 27% | -5% | -3% | -5% | i | -22% | 20% | 7% | -3%
CCn1c(CNC(=O)Cc2ccc(OC)cc2)nnc1SCC(=O)Nc1nccs1 | i | i | -2% | 4% | 1% | 1% | i | -2% | 9% | 5% | -1%
CC1CCc2ccc(F)cc2N1S(=O)(=O)c1cccs1 (configuration not stated) | i | i | -4% | -7% | 3% | -2% | i | 2% | ? | -6% | -1%
Cn1nnnc1SCc1ccccc1F | i | i | . | -2% | 3% | -2% | i | -13% | 2% | 13% | 3%
Cc1cc(C)c(S(=O)(=O)N(CC(=O)N2CCCC2)C2CCCCC2)c(C)c1 | i | ? | 17% | -6% | 0% | 1% | i | -22% | 29% | 10% | 1%
CCOC(=O)c1ccc(-n2ncc(C(=O)OCC)c2N)cc1 | i | i | 8% | -1% | -3% | 0% | ? | 1% | -2% | -4% | -1%
CCN(CC)S(=O)(=O)c1ccc(Cl)c(C(=O)OC)c1 | . | . | 5%[7.66 µM] | 4%[11.4 µM] | 2% | -2% | . | 15% | ? | 4%[11.4 µM] | 0%
CO[C@H]1COC(=O)[C@@H](C)COC(=O)[C@H](C)NC(=O)C/C=C\[C@H]1C | . | . | . | . | 0%[11.4 µM] | -2%[11.5 µM] | . | 10%[11.5 µM] | -2%[11.4 µM] | 1%[11.4 µM] | -3%[11.5 µM]
COC(=O)Cn1c(C(=O)N2CCCC2)cc2c1C[C@H]1CN(C(=O)c3ccccc3)[C@@](Cc3ccc(F)cc3)(C(=O)OC)[C@@H]21 | . | . | . | -4% | . | -2% | . | 4% | ? | 10% | -3%

A portion of the library; count on the stated rates, not on these rows.
